# Tau fluor counter = counter-screen for tau fibril formation inhibitors. tau K18 P301L Alexa594 fluorescence, heparin fibrillization. Potency, µM (series often up to 57.7 µM), inactives show top-dose activity change, negative = decrease. 0.93% of 280,000 active. AID 1463; note: nearly all actives have a fitted effect of over 55% in size
#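 Human K18 P301L tau (15 uM unlabeled plus 0.24 uM Alexa 594-labeled, final) in 100 mM sodium acetate pH 7 was mixed with compound and 20 uM heparin and incubated 6 hr at 37 C.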
# Tau FP inhib = tau fibrillization inhibition (FP); Potency, µM (highest dose often 57.7 µM), without a hit: at the highest dose activity, negative = inhibition, most hits filed as inhibitors; P10636; K18 P301L tau heparin fibrillization, Alexa594 FP, 6 h; 0.39% of 280,000 active; note: nearly all actives have a fitted effect of over 55% in size
# Target sequence (P10636 561-689 P618L limits assumed): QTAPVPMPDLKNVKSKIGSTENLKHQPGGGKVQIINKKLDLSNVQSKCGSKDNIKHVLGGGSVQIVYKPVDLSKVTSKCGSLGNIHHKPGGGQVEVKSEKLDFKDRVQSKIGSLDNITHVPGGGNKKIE
#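 K18 P301L tau (15 uM unlabeled/0.24 uM Alexa 594-labeled, final) + compound + heparin 20 uM final; 100 mM NaOAc pH 7; 6 hr 37 C; ThT 30 uM final added, 1 hr RT; FP ex 555/em 632 nm.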
# aGal spleen mod = inhibitors or activators of human alpha-galactosidase in spleen homogenate | human spleen homogenate, 4MU-alpha-Gal fluorescence, 40 min | 0.008% of 240,000 active | Potency, µM (titrated, usually from 80 µM), for the others: at the highest dose activity change, negative = inhibition, actives largely listed as inhibitors;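 note: 0% = enzyme with vehicle and -100% = no enzyme basal signal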
# Target sequence (P06280 32-429 limits assumed): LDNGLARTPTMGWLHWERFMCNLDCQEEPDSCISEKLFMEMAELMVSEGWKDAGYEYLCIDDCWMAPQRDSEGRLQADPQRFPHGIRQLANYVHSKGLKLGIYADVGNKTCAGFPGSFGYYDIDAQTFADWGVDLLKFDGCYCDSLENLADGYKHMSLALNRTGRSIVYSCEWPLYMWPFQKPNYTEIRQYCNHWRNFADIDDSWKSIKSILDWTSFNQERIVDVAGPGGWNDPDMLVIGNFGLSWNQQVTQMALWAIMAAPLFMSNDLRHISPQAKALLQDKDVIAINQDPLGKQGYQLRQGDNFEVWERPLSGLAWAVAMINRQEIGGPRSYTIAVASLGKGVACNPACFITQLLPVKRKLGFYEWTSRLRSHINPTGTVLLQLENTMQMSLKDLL
#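 Inhibition or activation of alpha-galactosidase in human spleen homogenate is scored by 4-MU fluorescence after 40 min at 37C, pH 5.0, with 1 mM substrate. AC50s come from concentration-response fitted to the Hill equation.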
# TRb-SRC2 inh = TRbeta-SRC2 interaction inhibition; P10828; AID 1469; TRbeta-SRC2 peptide binding, fluorescence polarization; receptor liganded with 1 µM T3; Potency, µM (top dose mostly 106 µM), for inactives: at the top dose activity change, negative = inhibition, most hits filed as inhibitors; 0.065% of 280,000 active;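 note: plate controls were bound peptide for no effect and peptide without receptor for full effect; nearly all actives have a fitted effect of over 50% in size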
#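 Fluorescence polarization of 20 nM Texas Red SRC2 peptide with 0.6 uM human TRb ligand-binding domain, in Tris buffer with 1uM T3 and 5% DMSO. Incubated 5 hr ambient; normalized to unbound and bound controls.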
# ALDH1A1 block = blocks purified human ALDH1A1 activity | P00352 | Potency, µM (titrated, usually from 75.3 µM), inactives show at the highest dose activity, negative = inhibition, hits mostly inhibitors | 7.3% of 220,000 active | Purified ALDH1A1, NADH fluorescence, propionaldehyde substrate; active = well fitted inhibition curve with a large enough effect, not every such curve was filed as active; inconclusive = small, poorly fitted or top-dose-only effect, or another doubt; inactive = no such curve, though single readings can be large or run the other way;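 note: plate controls were no enzyme wells and a reference inhibitor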
# Target sequence (P00352 whole entry, looked up): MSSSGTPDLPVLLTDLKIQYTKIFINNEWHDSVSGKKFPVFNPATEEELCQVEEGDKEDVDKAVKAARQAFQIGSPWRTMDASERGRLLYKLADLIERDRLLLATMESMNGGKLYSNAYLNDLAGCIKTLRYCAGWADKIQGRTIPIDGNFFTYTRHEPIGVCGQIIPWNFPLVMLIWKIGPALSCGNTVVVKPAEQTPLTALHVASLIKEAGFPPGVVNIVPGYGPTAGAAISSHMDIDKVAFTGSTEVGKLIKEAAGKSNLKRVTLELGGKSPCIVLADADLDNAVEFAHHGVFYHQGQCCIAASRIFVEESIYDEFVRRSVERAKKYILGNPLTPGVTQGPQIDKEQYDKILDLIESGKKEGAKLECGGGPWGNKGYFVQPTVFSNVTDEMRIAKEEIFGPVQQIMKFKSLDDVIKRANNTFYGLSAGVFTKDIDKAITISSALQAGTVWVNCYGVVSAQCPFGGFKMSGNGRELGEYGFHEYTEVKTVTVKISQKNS
# TexasRed fluor = counter-screen for TRb-SRC2 inhibitors: fluorescence interference. 0.29% of 280,000 active. Potency, µM (top dose mostly 106 µM), inactives show top-dose fluorescence change, negative = quenching. TRb/SRC2 Texas Red total fluorescence interference; active = well fitted curve in either direction with a large enough effect; inconclusive = small, poorly fitted or top-dose-only effect
#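 Flags fluorescent or light-absorbing compounds by total fluorescence, S + 2P, at 555 nm excitation and 632 nm emission. Mixture: 20 nM Texas Red SRC2 peptide, 0.6 uM human TRb LBD, 1 uM T3, 5% DMSO; compound exposure 5 h at ambient temperature.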
# L3MBTL1 inh = inhibitors of human L3MBTL1; Q9Y468; AlphaScreen L3MBTL1–H3K9me1 peptide binding; Potency, µM (top dose mostly 57.1 µM), without a hit: at the top dose activity, negative = inhibition, most hits filed as inhibitors; 0.66% of 230,000 active; note: nearly all actives have a fitted effect of over 60% in size
#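 Displacement of a biotinylated histone H3(1-15) peptide monomethylated at Lys9 (75 nM) from L3MBTL1 (50 nM) was measured by AlphaScreen after a 30 min room-temperature compound incubation; cefsulodin titration served as intraplate control.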
# Tau ThT inhib = tau fibrillization inhibition (ThT binding). P10636. recombinant tau K18 P301L (four-repeat tau fragment), heparin-induced fibrillization, ThT fluorescence. Potency, µM (highest dose often 57.4 µM), inactives show top-dose activity, negative = inhibition, most hits filed as inhibitors. 2.1% of 270,000 active. AID 1460; note: nearly all actives have a fitted effect of over 55% in size
#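 Recombinant human tau K18 fragment […] carrying P301L, 15 uM unlabeled plus 0.24 uM Alexa 594-labeled, was fibrillized with 20 uM heparin in 100 mM sodium acetate pH 7 for 6 hr at 37 C; 30 uM ThT fluorescence read after 1 hr.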
# The depositor's hits bear a star; ? = inconclusive; · = no result given; [ ] = remark or other dose. Unless noted, calls come from the whole dose curve; as a rule, active = well fitted curve in the direction sought with a large enough effect; inconclusive = small, poorly fitted or top-dose-only effect, or another doubt; inactive = no such curve, though single readings can be large; an effect the other way counts as inactive or inconclusive. Unless noted, % is set by controls: 0 for no effect and ±100 for the full control effect; potency is the fitted concentration of half-maximal effect.
molecule	Tau fluor counter	Tau FP inhib	aGal spleen mod	TRb-SRC2 inh	ALDH1A1 block	TexasRed fluor	L3MBTL1 inh	Tau ThT inhib
N#CC1=C(N)N(c2cccc(Cl)c2)C2=C(C(=O)CCC2)C1c1cc(CN2CCOCC2)cs1 (stereo not given)	-15%	-4%	·	4%	·	?	·	-10%
CC1=C(C(=O)Nc2ccc(C)cc2C)C(c2ccc([N+](=O)[O-])cc2)n2ncc(C(=O)Nc3ccc(F)cc3)c2N1 (stereo not given)	-28%	-8%	·	0%	·	0%	·	-10%
Cc1ccc(C(=O)NCCNc2ccc([N+](=O)[O-])cc2C(F)(F)F)cc1	3%	2%	5%	14%	?	2%	-16%	3%
O=[N+]([O-])c1cccc(C(F)(F)F)c1	·	·	-9%	1%	14%	0%	·	·
Cc1oc(-c2cccc(Cl)c2)nc1CSc1nncn2c1cc1occc12	-3%	10%	·	2%	·	-1%	·	-5%
COCCNC(=O)CCCN1C(=O)c2ccccc2Sc2ncccc21	-7%	3%	·	4%	·	-1%	·	-1%
CCO[C@@H]1OC(C(=O)N2CCN(Cc3ccccc3)CC2)=C[C@H](c2csc3ccccc23)[C@H]1CCCO	-2%	11%	-8%	-2%	?	1%	-17%	-13%
Cn1c(=O)[nH]c(=O)c2c1nc(N1CCOCC1)n2CC(O)COc1ccccc1 (stereo not given)	-1%	0%	7%	7%	-11%	0%	-6%	-7%
COc1ccccc1C1CC(=O)NC(C)=C1C(=O)OC1CCCCCC1 (stereo not given)	-3%	-3%	·	4%	·	-1%	·	-3%
Cc1ccc(/C(N)=N/OC(=O)c2ccc(F)cc2)cc1	-3%	0%	0%	-1%	6%	-1%	7%	-4%
O=S1(=O)CCC(NC(=S)N2CCCCCC2)C1 (stereo not given)	-7%	5%	2%	4%	-8%	0%	13%	-2%
COCCCNC(=S)NC1CC2CCC(C1)N2Cc1ccccc1 (stereo not given)	12%	-4%	-13%	-6%	-2%	0%	2%	6%
CC1SC(C)C(=O)N(CC(=O)Nc2ccc3c(c2)OCO3)C1=O (stereo not given)	-2%	12%	-8%	-4%[53 µM]	?	-1%[53 µM]	-6%	-4%
COC(=O)c1ccc(NC(=O)c2ccccc2)o1	-1%	2%	1%	0%	-12%	0%	-11%	-7%
CCOC(=O)N1CCc2c(sc(NCc3cccs3)c2C(=O)Nc2ccc(OC)cc2OC)C1	?	8%	·	-5%	·	-1%	·	?
CC(C)(C)OC(=O)N1CCC(c2c(C(=O)N3CCN(c4ncccn4)CC3)cnn2-c2ccccc2)CC1	-4%	-3%	·	-9%	·	3%	·	-9%
CCc1cccc(CC)c1NC(=O)COC(=O)c1ccccc1-c1nc2ccccc2s1	-4%	10%	0%	4%	1%	-8%	9%	-5%
CSc1cccc(NC(=S)N2CCCN(Cc3ccccc3F)C2)c1	?	?	-24%	2%	?	0%	-11%	7%
CCC(=O)N=c1n(C)c2ccccc2n1CCOc1ccccc1	5%	-2%	6%	-2%	5µM*	0%	12%	-1%
CCCC(CCC)=NNC(=O)CN(Cc1ccccc1)S(=O)(=O)c1ccccc1	-14%	8%	0%	-2%	8.9µM*	-3%	-4%	-2%
Cc1ccc(NCc2cc3cc4c(cc3n(CC(=O)Nc3ccc(C)cc3)c2=O)OCCO4)cc1	?	14%	·	4%	·	1%	·	-3%
Nc1cccc(-c2nc3ccccc3[nH]2)c1	-15%	-13%	5%	-13%	?	-3%	-5%	-8%
Cn1cnc2c(=O)oc3ccc(S(=O)(=O)N4CCN(c5ccccc5F)CC4)cc3c21	9%	-8%	·	-1%	·	-1%	·	17%
Cc1ccccc1-c1nc2sc(-c3ccccc3)cc2c(=O)o1	-10%	-7%	4%	6%	-12%	-1%	1%	?
COC(=O)c1cccc(NC(=O)NC(=O)c2ccc(Cl)cc2)c1	-12%	-10%	-5%	-6%	·	-2%	-13%	-21%
CC(Sc1ncc(C(F)(F)F)cc1Cl)C(=O)NC(N)=O (stereo not given)	-1%	-5%	-3%	-1%	8%	-2%	13%	3%
O=C(Nc1ccc2ccccc2c1)N1CCN(c2ncccc2C(F)(F)F)CC1	-7%	-2%	-1%	-3%	7%	-1%	-4%	-5%
Cn1cc(/C=N\O)nc2c(=O)n(-c3ccccc3)c(=O)nc1-2	-18%	-3%	12%	-9%	?	0%	-4%	?
Clc1ccc(Cl)c(-c2ccc(/C=N/c3ncn[nH]3)o2)c1	-14%	-1%	-1%	5%	?	-2%	11%	?
Cc1cc(C)n2nc(SCCOc3ccccc3)nc2n1	-5%	-9%	6%	-1%	1%	-4%	13%	-4%
CS(=O)(=O)Nc1ccccc1C(=O)NCCSCc1ccccc1	-2%	1%	-13%	0%	?	-1%	-2%	-5%
CCOc1ccc(C(=O)NC(=S)NCc2cccnc2)cc1[N+](=O)[O-]	-8%	2%	9%	-8%	?	-1%	-2%	-4%
CCOc1ccc(NC(=O)NCCc2c(C)nn(C)c2C)cc1	-4%	6%	·	-9%	·	1%	·	-13%
CC1(C)CCCC2=C1CC1C(=O)N(Cc3cccnc3)C(=O)C1C2 (stereo not given)	-6%	3%	5%	-8%	-3%	-1%	1%	-8%
FC(F)(F)c1cccc(Cn2c3[n+](c4ccc(C(F)(F)F)cc42)CCCCC3)c1	-8%	5%	-1%	0%	-1%	-2%	·	-7%
COc1ccc(C(=O)C2CN(c3ccccc3)CC2c2ccc(Cl)cc2)cc1 (stereo not given)	-18%	6%	6%	6%	?	-5%	-5%	2%
CCn1c(=O)cc(OCC(=O)Nc2ccccc2N2CCN(C)CC2)c2ccccc21	-5%	-3%	-1%	-2%	-6%	0%	·	-9%
COCCN1CN(S(=O)(=O)c2ccccc2)c2nc3ccccc3nc21	8%	7%	8%	3%	14%	-1%	-6%	5%
CCOc1ccc(S(=O)(=O)Nc2ccc(OC)c(Cl)c2)c2cccnc12	-29%	1%	·	7%	·	0%	·	-3%
O=C(O)c1ccc(S(=O)(=O)N[C@H](Cc2ccc(C(F)(F)F)cc2)C(=O)O)cc1	·	·	-7%	-5%	·	-1%	40%[activator]	·

# Entries above containing an aryl methoxy group (4):
molecule	Tau fluor counter	Tau FP inhib	aGal spleen mod	TRb-SRC2 inh	ALDH1A1 block	TexasRed fluor	L3MBTL1 inh	Tau ThT inhib
COc1ccccc1C1CC(=O)NC(C)=C1C(=O)OC1CCCCCC1 (stereo not given)	-3%	-3%	·	4%	·	-1%	·	-3%
CCOC(=O)N1CCc2c(sc(NCc3cccs3)c2C(=O)Nc2ccc(OC)cc2OC)C1	?	8%	·	-5%	·	-1%	·	?
COc1ccc(C(=O)C2CN(c3ccccc3)CC2c2ccc(Cl)cc2)cc1 (stereo not given)	-18%	6%	6%	6%	?	-5%	-5%	2%
CCOc1ccc(S(=O)(=O)Nc2ccc(OC)c(Cl)c2)c2cccnc12	-29%	1%	·	7%	·	0%	·	-3%

# Look-ups from the list.
# Entry for CCOc1ccc(C(=O)NC(=S)NCc2cccnc2)cc1[N+](=O)[O-] in TexasRed fluor: -1%
# Entry for COCCN1CN(S(=O)(=O)c2ccccc2)c2nc3ccccc3nc21 in TRb-SRC2 inh: 3%
# Entry for O=C(O)c1ccc(S(=O)(=O)N[C@H](Cc2ccc(C(F)(F)F)cc2)C(=O)O)cc1 in TexasRed fluor: -1%

# Remaining list, next part:
molecule	Tau fluor counter	Tau FP inhib	aGal spleen mod	TRb-SRC2 inh	ALDH1A1 block	TexasRed fluor	L3MBTL1 inh	Tau ThT inhib
Cc1ccc2nc(NC(=O)CCCc3nc4ccccc4s3)sc2c1	?	-13%	4%	-7%	-11%	-1%	·	?
CCc1ccccc1NC(=S)N(CCOC)C(C)c1ccco1 (stereo not given)	15%	-3%	6%	3%	·	0%	·	17%
O=C(Nc1cc(Sc2nc3ccccc3s2)cc([N+](=O)[O-])c1)c1ccccc1F	13µM*[quencher]	?	1%	3%	7%	1%	-15%	-15%
Cc1ccc(/C=C/C(=O)NCCCN2CCN(CCCNC(=O)/C=C/c3ccc(C)o3)CC2)o1	-11%	4%	0%	-5%	-6%	2%	-1%	-16%
CCC(C)(C)NC(=O)C(c1cccnc1)N(C(=O)c1csnn1)c1ccccc1 (stereo not given)	3%	10%	-2%	-11%	4%	1%	26%	2%
N#CCCn1cc(C(=O)Nc2ccccc2Br)c(-c2cccs2)n1	-24%	?	3%	-7%	12%	2%	-1%	-2%
Cc1ccc(OCC(=O)NS(=O)(=O)c2ccccc2)cc1	-4%	-2%	-1%	-5%	-1%	0%	-2%	-1%
O=C(O)CC12CC3CC(C1)CC(n1ncc(NCc4ccccc4Cl)c(Cl)c1=O)(C3)C2	-2%	-3%	4%	5%	·	6%	10%	-9%
COc1ccc(C2C(C(C)=O)=C(O)C(=O)N2Cc2cccnc2)cc1 (stereo not given)	-2%	-6%	-7%	-14%	1%	0%	-2%	-5%
CCC(C)(C)C1CCC(=NNS(=O)(=O)c2ccc(C)c([N+](=O)[O-])c2)CC1 (stereo not given)	-11%	1%	4%	-2%	7.9µM*	2%	12%	?
Cc1nc(-c2ccc3c(c2)CCC(=O)N3)cs1	-18%	5%	15%	4%	·	-2%	8%	?
COc1ccc(Nc2nc(OC)nc(N3CCN(c4ccc(OC)cc4)CC3)n2)cc1	-23%	17%	0%	0%	-2%	0%	1%	?
CCN1C(=O)CC(N2CCN(c3cccc(OC)c3)CC2)C1=O (stereo not given)	-3%	9%	1%	-5%	2%	-2%	·	-7%
C=C(C)CSc1nnc([C@H](CCSC)NC(=O)OC(C)(C)C)o1	5%	-2%	2%	-12%	?	-2%	3%	-1%
COc1ccccc1OCCNc1cc(N2CCOCC2)ccc1[N+](=O)[O-]	?	-1%	3%	-13%	6%	-5%	-10%	14µM*
Cc1ccc(-n2nnnc2SCC(=O)Nc2c(C)n(C)n(-c3ccccc3)c2=O)cc1	0%	-5%	-8%	-1%	5%	-3%	3%	1%
CC(C)Cc1nc2n[nH]c(N)c2c2c1CCCC2	-16%	3%	-14%	-16%	11%	-2%	·	-9%

# Assay outcomes deposited in PubChem by National Center for Advancing Translational Sciences (NCATS).
